HCV inh = blocks hepatitis C virus. Huh7.5.1 HCVcc-Cre infection, luciferase reporter, 44 h. Potency, µM (series often up to 41.8 µM), without a hit: top-dose activity change, negative = inhibition, hits mostly inhibitors. 340,000 compounds, 3.4% hits. AID 651820
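Whole-lifecycle infectious HCVcc-Cre system; cells 1,000/well, compound then virus (~0.5 moi) added 4 h after plating, 44 h culture. Luciferase read 15 sec following 15 min substrate incubation, room temp.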
Sm TGR inh = S. mansoni TGR enzyme inhibition. purified TGR, DTNB reduction, TNB absorbance 405 nm. Q962Y6. Potency, µM (doses to about 114 µM), for inactives: at the highest dose activity change, negative = inhibition, actives largely listed as inhibitors. 360,000 compounds, 3% hits. AID 485364; also: nearly all actives have a fitted effect of over 60% in size
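First, TGR (20 nM dispensed) and NADPH were mixed with compound. Second, a 15 min room-temperature incubation followed. Third, further NADPH and then DTNB were added to start the reaction. Finally, TNB absorbance was monitored kinetically.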
TbPYK inhibitor = T. brucei pyruvate kinase inhibition; TbPYK enzyme, Kinase-Glo Plus ATP luminescence, 45 min; Potency, µM (series often up to 76.8 µM), inactives show at the highest dose activity, negative = inhibition, most hits filed as inhibitors; 410,000 compounds, 0.12% hits; AID 624173; also: nearly all actives have a fitted effect of over 50% in size
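Glycolytic pyruvate kinase of T. brucei was incubated with substrate, test compound and 130 uM ADP for 45 minutes at room temperature. Luminescent Kinase-Glo Plus signal was measured after 10 minutes.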
Pf growth 96h = P. falciparum growth inhibition at 96 hours; P. falciparum luciferase reporter growth, 96 h; Potency, µM (series often up to 28.7 µM), without a hit: top-dose activity change, negative = inhibition, usual class: inhibitors; 320,000 compounds, 6.9% hits
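Parasite growth measured via integrated firefly luciferase reporter in P. falciparum. Infected erythrocytes at 2% hematocrit, 0.05% parasitemia final were treated 96 hours at 37 C under 5% CO2, and luminescence was read.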
Pf growth 48h = P. falciparum growth inhibition at 48 hours (one generation); Potency, µM (titrated, usually from 28.7 µM), for the others: at the top dose activity change, negative = inhibition, actives largely listed as inhibitors; 310,000 compounds, 5.9% hits; P. falciparum luciferase growth in erythrocytes, 48 h
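First compound was added to culture medium, then infected red cells at 0.1% parasitemia and 2% hematocrit (final). After incubation at 37 C under 5% CO2, luciferase detection reagent was dispensed and light output recorded.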
LmPK inhibitor = LmPK (Leishmania mexicana) enzyme inhibition | purified LmPK, Kinase-Glo ATP luminescence, 1 h | Potency, µM (series often up to 57.5 µM), for inactives: at the highest dose activity change, negative = inhibition, actives largely listed as inhibitors | 290,000 compounds, 0.37% hits | AID 1721
Target sequence (Q27686 whole entry, looked up): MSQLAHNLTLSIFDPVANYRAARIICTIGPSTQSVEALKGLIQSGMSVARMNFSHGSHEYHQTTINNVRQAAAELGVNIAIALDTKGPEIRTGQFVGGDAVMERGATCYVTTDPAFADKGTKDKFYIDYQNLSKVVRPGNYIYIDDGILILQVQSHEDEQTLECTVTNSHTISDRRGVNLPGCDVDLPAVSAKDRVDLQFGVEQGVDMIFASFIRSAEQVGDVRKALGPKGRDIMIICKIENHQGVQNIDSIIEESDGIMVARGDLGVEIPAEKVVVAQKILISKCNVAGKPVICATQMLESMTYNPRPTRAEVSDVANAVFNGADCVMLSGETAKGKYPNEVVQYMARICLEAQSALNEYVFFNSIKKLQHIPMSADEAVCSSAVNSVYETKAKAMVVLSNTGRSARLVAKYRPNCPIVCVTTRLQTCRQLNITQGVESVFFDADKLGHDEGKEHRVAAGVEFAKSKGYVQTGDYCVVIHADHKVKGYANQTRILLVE
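0.1 nM LmPK, 0.5 mM PEP, 0.1 mM ADP; 50 mM imidazole pH 7.2, 7 mM MgCl2, 50 mM KCl; 1 h RT. Kinase-Glo luminescence readout, normalized to no-enzyme (full inhibition) and uninhibited wells.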
Active calls of the source: *; ? = inconclusive; / = not tested or not shown; & = joins results of further samples; [ ] = dose if it differs, or a comment. Calls follow the shape of the dose curve; as a rule, active = well fitted curve in the direction sought with a large enough effect; inconclusive = small, poorly fitted or top-dose-only effect, or another doubt; inactive = no such curve, though single readings can be large; an effect the other way counts as inactive or inconclusive. % is scaled to controls: 0 for no effect and ±100 for the full control effect; potency is read from the fitted curve at half-maximal effect.

SMILES	HCV inh	Sm TGR inh	TbPYK inhibitor	Pf growth 96h	Pf growth 48h	LmPK inhibitor
CCCC(=O)C1=C(c2ccccc2)C(C#N)(C#N)C(C#N)=C1N	1%	-29%	-5%	-2%	24%	0%
CCn1c(-c2cc(-c3ccccc3)sc2N)n[nH]c1=S	-7%	-26%	?	?	?	-15%
CCOC(=O)CN1C(=O)N(c2ccccc2OC)S(=O)(=O)c2ccccc21	5%	14%	-5%	?	28%	-4%
COC(=O)c1sccc1NC(=O)CN(C)NS(=O)(=O)c1ccc([N+](=O)[O-])cc1	-16%	-6%	?	-4%	-5%	-6%
CCOC(=O)c1c(NC(=O)C(NCCN(C)C)c2ccccc2)sc2c1CCCC2 (configuration not stated)	0.89µM*	9%	1%	?	9.3µM*	4%
Cc1onc(-c2ccccc2)c1C(=O)Nc1nnc(-c2ccncc2)s1	5%	10%	-3%	-19%	?	-5%
COc1cc2c(cc1OC)C(c1ccc(N(C)C)cc1)CC(=O)N2 (configuration not stated)	-2%	-17%	-16%	/	-17%	2%
COc1ccc(C(O)Cc2nc3ccccc3n2C)cc1OC (configuration not stated)	3%&-2%	1%	0%	-17%	-8%	1%
CC(=O)NC(=O)c1nnn(Cc2ccccc2)c1NC(C)=O	-1%	-1%	-7%	42%[activator]	5%	5%
CC1(C)CC2CC(C)(CN2C(=O)COC(=O)CNC(=O)c2ccc(Cl)c(Cl)c2)C1 (configuration not stated)	1%	-4%	0%	?	-2%	1%
COCC(C)N1CC(O)=C(c2nc(-c3ccc(Cl)cc3)cs2)C1=N (configuration not stated)	?	14%	1%	-30%	11%	1%
Cc1cc2c(cc1S(=O)(=O)CCC(=O)N1CC(C)CC(C)C1)OCC(=O)N2 (configuration not stated)	20%	-12%	6%	1%	10%	2%
CC1CC2(CCCC2)Nc2ccc(F)cc21 (configuration not stated)	12%	40µM*	3%	3%	-6%	0%
CC(CC(=O)Nc1nc2ccccc2[nH]1)n1ccnc1 (configuration not stated)	2%	-6%	-4%	?	38%[activator]	-6%
CCCn1c(C)cc(C(=O)COc2ccc(C)nc2[N+](=O)[O-])c1C	-27%	-15%	-12%	-26%	22%	3%
CCN(CC)S(=O)(=O)c1ccc(C(=O)NNC(=O)C2CCN(S(=O)(=O)c3ccc(Cl)cc3)CC2)cc1	1%	5%	-10%	?	-7%	-1%
O=C1NC(Cc2ccccc2)c2nc3ccccc3c(=O)n2-c2cc(Cl)ccc21 (configuration not stated)	-5%	2%	/	14%	-7%	/
COC(=O)Cc1ccc(NC(=O)c2ccccc2Br)cc1	10%	2%	1%	17%	5%	-8%
Cc1cc(Cl)ccc1OCCCC(=O)Nc1ccc(S(=O)(=O)Nc2ncccn2)cc1	-16%	2%	-5%	113%[activator]	13%	11%
CCN(CC)c1ccc(NC(=O)c2ccc(Br)o2)c(C)c1	?	-16%	3%	/	7.4µM*	1%
COc1ccc(N2CCN(C3CCCN(C(=O)C4=C(C)OCCO4)C3)CC2)cc1 (configuration not stated)	24%	-12%	6%	-20%	5%	-10%
O=C(NCc1ccco1)/C(=C/c1cccnc1)NC(=O)c1cccc(Br)c1	-6%	0%	/	14%	?	-4%
Cc1ccc(S(=O)(=O)C(c2ccccc2)c2c(C)noc2C)cc1 (configuration not stated)	-6%	-3%	9%	-24%	-8%	-1%
C=C(C)COc1ccc(-c2[nH]ncc2Oc2cccc(OC)c2)c(O)c1	?	-5%	-1%	8.3µM*	9.3µM*	6%
COC(=O)c1ccc(NC(=O)c2cn(-c3ccccc3)nc2-c2ccncc2)cc1	?	4%	-10%	?	12µM*	8%
CN(C)c1ccc(C(=O)OCC(=O)N2CCCC2)cc1	3%	-2%	-6%	78%[activator]	40%[activator]	2%
CC(C(=O)NN=C(c1ccccc1)c1ccccc1)N1CCCC1 (configuration not stated)	-12%	/	-4%	7%	1%	3%
Cc1cccc(CN2CCN(CC(=O)NCCCN3CCN(c4ccc(F)cc4)CC3)C2=O)c1	5.6µM*	-4%	-10%	/	?	7%
COc1ccc(Cl)cc1NC(=O)CN(C)C(=O)CN1C(=O)NC(C)(C)C1=O	11%	-1%	4%	0%	-8%	/
O=C(c1ccncc1)N1CCN(S(=O)(=O)c2ccccc2Br)CC1	15%	-2%	0%	?	?	/

14 entries from above, ordered by number of heavy atoms, largest number first.
SMILES	HCV inh	Sm TGR inh	TbPYK inhibitor	Pf growth 96h	Pf growth 48h	LmPK inhibitor
CCN(CC)S(=O)(=O)c1ccc(C(=O)NNC(=O)C2CCN(S(=O)(=O)c3ccc(Cl)cc3)CC2)cc1	1%	5%	-10%	?	-7%	-1%
Cc1cccc(CN2CCN(CC(=O)NCCCN3CCN(c4ccc(F)cc4)CC3)C2=O)c1	5.6µM*	-4%	-10%	/	?	7%
Cc1cc(Cl)ccc1OCCCC(=O)Nc1ccc(S(=O)(=O)Nc2ncccn2)cc1	-16%	2%	-5%	113%[activator]	13%	11%
COC(=O)c1ccc(NC(=O)c2cn(-c3ccccc3)nc2-c2ccncc2)cc1	?	4%	-10%	?	12µM*	8%
O=C1NC(Cc2ccccc2)c2nc3ccccc3c(=O)n2-c2cc(Cl)ccc21 (configuration not stated)	-5%	2%	/	14%	-7%	/
COC(=O)c1sccc1NC(=O)CN(C)NS(=O)(=O)c1ccc([N+](=O)[O-])cc1	-16%	-6%	?	-4%	-5%	-6%
O=C(NCc1ccco1)/C(=C/c1cccnc1)NC(=O)c1cccc(Br)c1	-6%	0%	/	14%	?	-4%
C=C(C)COc1ccc(-c2[nH]ncc2Oc2cccc(OC)c2)c(O)c1	?	-5%	-1%	8.3µM*	9.3µM*	6%
Cc1ccc(S(=O)(=O)C(c2ccccc2)c2c(C)noc2C)cc1 (configuration not stated)	-6%	-3%	9%	-24%	-8%	-1%
CCCC(=O)C1=C(c2ccccc2)C(C#N)(C#N)C(C#N)=C1N	1%	-29%	-5%	-2%	24%	0%
CC(=O)NC(=O)c1nnn(Cc2ccccc2)c1NC(C)=O	-1%	-1%	-7%	42%[activator]	5%	5%
COC(=O)Cc1ccc(NC(=O)c2ccccc2Br)cc1	10%	2%	1%	17%	5%	-8%
CCn1c(-c2cc(-c3ccccc3)sc2N)n[nH]c1=S	-7%	-26%	?	?	?	-15%
CC1CC2(CCCC2)Nc2ccc(F)cc21 (configuration not stated)	12%	40µM*	3%	3%	-6%	0%

More compounds follow.
SMILES	HCV inh	Sm TGR inh	TbPYK inhibitor	Pf growth 96h	Pf growth 48h	LmPK inhibitor
Cc1cc(Br)ccc1OCC(=O)NNC(=O)c1cnccn1	-2%	-3%	-8%	12µM*	?	4%
O=c1[nH]c(NCc2ccccc2)nc2c1CCC2	22%	-12%	-2%	15µM*	-21%	-6%
COCCSc1nnc(NC(=O)CSc2ccccc2)s1	-9%	0%	1%	13%	3%	-7%
COc1cccc(C2=NC(C)(C)NC(c3ccccc3O)C2)c1 (configuration not stated)	-29%	-15%	12%	0%	9.3µM*	-5%
N/C(Cc1ccc([N+](=O)[O-])cc1)=N\OC(=O)c1ccc(Br)cc1	7%	3%	0%	16%	?	-5%
CCCCN(C)C(=O)Cn1c(=O)oc2cc(S(=O)(=O)N3CC(C)CC(C)C3)ccc21 (configuration not stated)	-9%	7%	1%	13µM*	?	-1%
O=C(/C=C/c1ccccc1)NC(=S)Nc1ccc(N2CCOCC2)cc1	-22%	-7%	-3%	-15%	5%	4%
CCOC(=O)C1CCCCN1C(=O)CCc1c(C)nc2ncnn2c1C (configuration not stated)	8%	-23%	1%	26%	-4%	-3%
CCN(C(=O)CCS(=O)(=O)c1cccc2nonc12)c1ccc(F)cc1	-3%	?	8%	?	-7%	0%
Cc1ccc(C(=O)N/N=C\c2cc3c(cc2Br)OCO3)cn1	-7%	2%	4%	15%	-19%	-1%
CCC(=O)NC(/C=C/c1ccccc1)c1cc([N+](=O)[O-])c2cccnc2c1O (configuration not stated)	0%	-19%	/	-5%	9%	6%
C/C(=N\NC(=S)NCc1ccccc1)c1ccc2c(c1)OCCO2	?	-1%	0%	?	11%	12%
COc1cc(C(=O)NCC(c2ccco2)N2CCc3ccccc3C2)cc(OC)c1OC (configuration not stated)	-24%	-30%	0%	?	?	/
CSc1ccc(C(=O)NCC(c2ccco2)N(C)C)cc1[N+](=O)[O-] (configuration not stated)	-27%	-10%	-2%	-2%	6%	5%
CS(=O)(=O)N1N=C(c2ccco2)CC1c1ccc(Cl)cc1 (configuration not stated)	40%[activator]	?	2%	9%	36%[activator]	1%
COC(=O)c1ccccc1NC(=O)N1C[C@@H]2C[C@@H](C1)c1cccc(=O)n1C2	1%	-1%	2%	-15%	3%	-2%
CCOC(=O)/C=C/C(=O)Nc1ccc(S(=O)(=O)Nc2nccs2)cc1	30%[activator]	45µM*	-6%	71%[activator]	?	-3%
COc1ccc(Cl)cc1NC(=O)C1CC(c2c(F)cccc2Cl)=NO1 (configuration not stated)	?	21%	0%	-24%	-43%	-2%
COc1ccccc1OCCNC(=O)c1cc(C2CC2)nc2c1cnn2C(C)C	1.3µM*	-2%	-5%	10µM*	?	/
O=C(NC(=O)c1ccccc1)Nc1ccc(-c2cnco2)cc1	-8%	0%	3%	84%[activator]	76%[activator]	-14%
CC(C)(C)NC(=O)CSc1nnc(Cc2ccccc2)n1CC1CCCO1 (configuration not stated)	14%	5%	2%	31%[activator]	-13%	4%
CN(C(=O)Cn1nnc(-c2ccc(F)cc2)n1)C1CCS(=O)(=O)C1 (configuration not stated)	-3%	6%	-1%	?	-29%	/
O=[N+]([O-])c1nn(-c2ccc3c(c2)OCCO3)n(O)c1=NC1CCCCC1	?	?	-4%	?	/	3%
CC(=O)c1cccc(NC(=O)c2ccc3c(c2)OCO3)c1	16%	-14%	-15%	?	84%[activator]	0%
OCCC1CN(Cc2cnc(-c3ccc(Cl)cc3)nc2)CCN1C1CCCC1 (configuration not stated)	7.1µM*	12%	-2%	?	?	-3%
COc1ccc(N2CCN(C(=O)COC(=O)c3oc4ccc(OC)cc4c3C)CC2)cc1	?	-1%	9%	11%	?	/
COc1ccc(C(=O)NCCc2cccc(Cl)c2)cc1OC1CCN(C(C)=O)CC1	21%	0%	2%	?	?	1%
CC1CCCN(CC(=O)NC(=O)NC2CCCCC2)C1 (configuration not stated)	9%	-12%	-4%	-19%	-27%	/
Cc1cccc(C(=O)NNC(=O)c2ccco2)c1	12%	-7%	2%	-4%	7%	-1%
Cn1cc([N+](=O)[O-])c(C(=O)Nc2ccn(C34CC5CC(CC(C5)C3)C4)n2)n1	2%	1%	-10%	-14%	0%	-2%
CC(C)(C)N(CC#CCC(O)(c1ccccc1)c1ccccc1)CCO	9%	-35%	-6%	?	?	-1%
COc1ccc(NC2CCCN(C(=O)c3cccnc3)C2)cc1 (configuration not stated)	1%	-33%	-10%	-14%	37%[activator]	-10%
COC(=O)c1c(-c2ccc(C(C)(C)C)cc2)csc1NC(=O)C1C2CCC(O2)C1C(=O)O (configuration not stated)	5%	-13%	?	?	?	-2%
Cc1nnsc1C(=O)NNS(=O)(=O)c1cc(C(F)(F)F)cc(C(F)(F)F)c1	-6%	5%	-8%	47%[activator]	45%[activator]	-1%
COc1ccc(/C=N/N(c2ccccc2)c2ccccc2)cc1O	-13%	-32%	-11%	?	1%	-7%
O=C1C2C3C=CC(C3=C3CCCCC3)C2C(=O)N1c1ccccc1 (configuration not stated)	12%	16µM*	-14%	19%	2%	6%
COCCCNC(=S)Nc1ccccc1C	10%	-14%	1%	140%[activator]	16%	0%
Nc1nc(-c2ccco2)nn1C(=O)CCc1ccccc1	17%	-23%	-4%	5%	10%	6%

This is a random part of the collection; any-hit rate near 16%.
